GPR151 activ = activators of human GPR151; PathHunter beta-arrestin GPR151 cells, luminescence; activation, % at 11.2 µM; 650,000 tested, 1% active; AID 1508602; in the data active = activation above about 4.9%;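 note: 0% = median of compound wells and 100% = cells with positive control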
Target sequence (Q8TDV0 whole entry, looked up): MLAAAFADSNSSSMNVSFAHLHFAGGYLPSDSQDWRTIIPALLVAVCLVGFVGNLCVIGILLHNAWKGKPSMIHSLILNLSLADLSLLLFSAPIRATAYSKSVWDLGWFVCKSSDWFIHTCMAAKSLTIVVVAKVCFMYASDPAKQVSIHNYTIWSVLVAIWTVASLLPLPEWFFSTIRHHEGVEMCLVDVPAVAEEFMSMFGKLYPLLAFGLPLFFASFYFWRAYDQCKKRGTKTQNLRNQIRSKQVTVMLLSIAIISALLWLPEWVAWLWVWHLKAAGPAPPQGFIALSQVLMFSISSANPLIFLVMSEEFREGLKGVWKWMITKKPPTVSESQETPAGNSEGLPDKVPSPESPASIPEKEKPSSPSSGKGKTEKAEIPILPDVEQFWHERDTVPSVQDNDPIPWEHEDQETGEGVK
MITF inh = inhibitors of human MITF | 650,000 tested, 0.91% active | AID 1259374 | inhibition, % at 2.6 µM | AlphaScreen MITF homodimerization, bead proximity signal | O75030; in the data active = inhibition above about 50%;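 note: 0% = vehicle wells with protein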
FBW7 activator = human FBW7 E3 ligase activation, primary screen | Q969H0 | AlphaScreen FBW7–phospho-cyclin E peptide binding, activator screen | normalized activity (activation), % at 26.1 µM | 650,000 tested, 0.13% active | AID 1259310; in the data active = normalized activity above about 1.9%;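 note: purified mutant Fbw7 with reduced substrate affinity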
Target sequence (Q969H0 whole entry, looked up): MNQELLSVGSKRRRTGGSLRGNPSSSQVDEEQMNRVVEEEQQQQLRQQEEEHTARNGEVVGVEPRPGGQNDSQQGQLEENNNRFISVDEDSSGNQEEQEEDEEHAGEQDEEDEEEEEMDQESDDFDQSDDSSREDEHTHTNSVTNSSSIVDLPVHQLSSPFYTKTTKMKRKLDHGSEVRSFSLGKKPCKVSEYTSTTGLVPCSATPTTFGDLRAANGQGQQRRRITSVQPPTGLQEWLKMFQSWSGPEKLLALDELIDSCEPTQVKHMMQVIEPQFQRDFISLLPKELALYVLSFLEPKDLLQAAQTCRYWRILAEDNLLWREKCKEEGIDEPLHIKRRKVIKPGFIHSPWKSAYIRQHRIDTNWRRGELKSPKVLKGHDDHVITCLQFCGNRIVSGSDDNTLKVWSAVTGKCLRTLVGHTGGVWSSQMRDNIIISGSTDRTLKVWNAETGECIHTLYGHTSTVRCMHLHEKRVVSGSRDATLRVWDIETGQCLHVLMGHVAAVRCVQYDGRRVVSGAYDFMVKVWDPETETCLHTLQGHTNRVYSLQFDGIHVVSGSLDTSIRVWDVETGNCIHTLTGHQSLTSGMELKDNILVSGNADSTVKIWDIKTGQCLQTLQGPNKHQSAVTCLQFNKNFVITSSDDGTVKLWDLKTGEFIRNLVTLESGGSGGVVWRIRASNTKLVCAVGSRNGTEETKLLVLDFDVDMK
TEAD-YAP inh = TEAD-YAP interaction inhibition; 640,000 tested, 1.4% active; inhibition, % at 9.12 µM; HEK-TIYL cells, TEAD-Gal4/YAP UAS-luciferase luminescence; AID 1259422; in the data active = inhibition above about 32%;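 note: 0% = median of test compound wells and 100% = reference inhibitor wells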
* hit, by the source's call; . = no result given. Compounds as they come; about 3.5% have a hit in one of these screens.

SMILES	GPR151 activ	MITF inh	FBW7 activator	TEAD-YAP inh
CCOc1cccc2sc(NC(=O)c3ccc(C(=O)c4ccccc4)cc3)nc12	0.6	9	-0.1	4
COc1cc(C#N)ccc1OCC(=O)c1cc(C)n(Cc2cccs2)c1C	-0.8	19	0.0	2
O=C(CSc1nc(-c2ccccc2)cn1-c1ccc(Cl)cc1)Nc1ccccc1	-0.9	4	0.0	-2
CCN(CC)C(=O)C1CCCN(c2nc3ncnc(Nc4cc(OC)c(OC)c(OC)c4)c3[nH]2)C1 (stereo unspecified)	-0.8	14	0.0	-15
COc1cc(OC)cc(C2=N/C(=C\C=C\c3ccccc3OC)C(=O)O2)c1	0.7	16	0.3	-4
COc1ccccc1-c1nnc(C2CCN(C(=O)C(C)C)CC2)s1	0.2	0	-0.2	0
COC(=O)Cn1c(=O)c2c(nc3n(-c4cc(C)cc(C)c4)c(C)c(C)n23)n(C)c1=O	-0.9	1	-0.1	2
CCCCNC(=O)c1cnn2c(C(F)(F)F)cc(-c3ccccc3)nc12	1.6	-6	0.0	-2
COc1cccc(/C=C/C(=O)NNC(=S)Nc2ccccc2)c1	-0.8	12	0.6	3
O=C(OCc1cccc(C(F)(F)F)c1)c1ccc(-n2cnnn2)cc1	-0.7	-1	0.0	8
COc1ccc(OCCN2CCc3ccccc3C2)cc1	-1.1	-12	-0.3	-1
Cc1cc(NC(=O)Nc2ccc(N(C)C)cc2)c2cc(F)cc(F)c2n1	-0.1	-5	-0.4	.
O=C(CN1CCN(c2ccccc2)CC1)Nc1ccccc1Br	3.3	16	-0.1	3
CCOc1ccccc1/C=C1/N=C(c2ccc(OC)c(OC)c2)OC1=O	0.0	7	0.5	4
CC(=O)N1CCN(c2ncnc3sc4c(c23)CCC(C(C)(C)C)C4)CC1 (stereo unspecified)	0.0	7	0.0	-1
CN(Cc1cscn1)C(=O)C1CC12CCN(Cc1cc3ccccc3s1)CC2 (stereo unspecified)	-0.2	9	0.3	7
CCOc1ccc(CN2CCN(Cc3cc(OC)c(OC)cc3OC)CC2)cc1	-0.5	74*	-0.1	0
Clc1cccc(-n2nnnc2SCc2nn[nH]n2)c1	-0.2	16	0.0	9
CCCN(CCC)CCCNc1ccc2nnc(-c3ccc(F)cc3)n2n1	0.7	46	0.1	-2
CN(Cc1ccccc1)C(=O)Cn1ncc2c3ccccc3n(C)c2c1=O	-0.5	-2	-0.1	-16
CCOC(=O)c1cccc(Nc2cc(C)nc3ccc(C)cc23)c1	0.0	-1	0.0	-2
Cc1cc(C)c(NC(=S)NN)c(C)c1	-1.0	-10	-0.1	0
COc1ccccc1Oc1ccc(S(=O)(=O)Nc2ccc3c(c2)OCCO3)cc1	1.6	13	0.0	44*
Nc1ncc(CN2CCCC(N3CCC(CO)CC3)C2)cn1 (stereo unspecified)	0.0	5	-0.1	6
O=C(Nc1nnc(C(F)(F)F)s1)c1ccccc1[N+](=O)[O-]	-0.8	17	-0.1	-33
Cc1ccc(-c2nnn(CC(=O)N(CC(=O)NC(C)(C)C)c3cccc(C)c3C)n2)o1	1.7	1	0.1	3
NC(=O)C1CCN(C2=NC(=O)/C(=C\c3cccc(Cl)c3)S2)CC1	-0.3	12	0.1	12
O=C(CCN1N=C(c2ccccc2)CCC1=O)NCc1ccccc1Cl	-0.5	4	-0.1	-2
O=C(c1ccc2c(=O)n(Cc3ccc(Cl)cc3)c(=S)[nH]c2c1)N1CCN(c2ccccc2)CC1	-1.0	6	0.0	-3
Cc1cccc(C(=O)OCC(=O)c2cc(C)n(Cc3ccco3)c2C)c1	1.7	3	0.5	-20
CCOC(=O)c1c(CNCCN(CC)CC)n(C)c2cc(Br)c(O)cc12	-1.1	12	0.0	0
O=C(O)Cc1ccc(NCc2ccccc2F)cc1	-6.5	17	0.0	3
N#CC(C#N)=C1c2ccccc2-c2ncccc21	4.8	-7	0.1	0
COc1ccc2[nH]cc(CCSC(=N)N)c2c1	1.3	10	0.1	-3
CCC1SC(CC)C(=O)N(CC(=O)Nc2cc(C)ccc2C)C1=O (stereo unspecified)	1.2	6	0.1	4
CC1(C)CC2=NN(c3ccccc3)P(=O)(Nc3ccccc3)C2=C(N2CCOCC2)C1 (stereo unspecified)	0.3	-15	0.0	7
Oc1ccc(Cl)cc1C1CC(c2ccc3c(c2)OCO3)=NC(c2ccc(Br)cc2)N1 (stereo unspecified)	-1.9	-4	-0.1	-16
COC(=O)c1cccc(NC(=O)c2ccc(C#N)cc2F)c1	-0.6	-3	-0.2	-10
CCCCN(C(=O)CNC(=O)c1cccs1)C(C(=O)NC1CCCC1)c1ccccc1 (stereo unspecified)	0.5	9	0.1	12
C1CCC(N2CCN(c3nc4nonc4nc3N3CCCC3)CC2)C1	0.9	5	-0.1	-8
CC[C@@H](Cn1ncc2ccccc2c1=O)NC(=O)c1n[nH]c2c1CC(C)CC2 (stereo partly specified)	0.0	-14	0.0	-6
CCCOc1ccc(C2C(C(=O)OC)=CN(CCC)C=C2C(=O)OC)cc1	2.2	6	3.0*	-5
Cc1cccc(NC(=O)CN2C(=O)CCSc3ccccc32)c1C	-0.8	21	0.1	4
COc1ccc(Nc2cc(N3CCCCC3)c3noc4c3c2C(=O)c2ccccc2-4)cc1	0.0	23	-0.6	-2
COc1ccccc1-n1nc(C(=O)Nc2cccc(NC(C)=O)c2)c2ccccc2c1=O	0.4	7	-0.1	2
N#Cc1cnn(-c2nc(-c3ccc(Br)s3)cs2)c1N	-0.1	-2	0.0	8
COc1ccc(CC(=O)NNC(=O)Nc2ccc(Cl)c(Cl)c2)cc1	-1.4	12	-0.1	-9
Cc1c(CN2CCC(CO)(CC3CCCCO3)CC2)cnn1C (stereo unspecified)	1.4	13	0.1	-1
O=C(c1cc(-c2ccccc2F)no1)N1CCN(Cc2ccccc2)CC1	2.0	0	0.1	-15
CC1=C([N+](=O)[O-])C(c2ccccc2OC(F)F)NC(=O)N1C (stereo unspecified)	0.5	17	0.0	-2
COc1ccccc1N1CCN(Cc2nnnn2Cc2cccs2)CC1	-0.7	11	0.7	-2
COCCNC(=O)Nc1nc(-c2ccc(F)cc2)cs1	1.1	4	-0.1	-1
CCNc1nc(NC(C)C)nc(N(C#N)Cc2ccccc2)n1	0.5	18	0.1	-10
COc1ccc(CN2CCc3cc(OC)c(OC)cc3C2)cc1O	-1.9	27	0.0	3
CCNC(=O)CN1C(=O)CSc2ncccc21	0.0	10	0.4	3
CCOC(=O)c1sc(Nc2cccc(Cl)c2)nc1C	2.6	3	0.2	-19
CSc1ccc(/C=C2\N=C(c3ccc([N+](=O)[O-])cc3Cl)OC2=O)cc1	0.6	7	0.0	7
O=C(NCC1CCCN1S(=O)(=O)c1cccs1)c1c(F)cccc1F (stereo unspecified)	-1.5	-6	0.1	-10
COc1cc2nc(Nc3nccc4ccccc34)nc(NCCN3CCOCC3)c2cc1OC	-1.3	5	0.0	8
Cc1cc(C)c(N=Cc2c(O)[nH]c(=O)[nH]c2=O)c([N+](=O)[O-])c1	1.5	3	-0.7	0

An excerpt of these results, with two lines to a compound:
The line under a structure holds: GPR151 activ | MITF inh | FBW7 activator | TEAD-YAP inh
O=C(NCC1CCCN1S(=O)(=O)c1cccs1)c1c(F)cccc1F (stereo unspecified)
→ -1.5 | -6 | 0.1 | -10
COc1cc2nc(Nc3nccc4ccccc34)nc(NCCN3CCOCC3)c2cc1OC
→ -1.3 | 5 | 0.0 | 8
Cc1cc(C)c(N=Cc2c(O)[nH]c(=O)[nH]c2=O)c([N+](=O)[O-])c1
→ 1.5 | 3 | -0.7 | 0

(further entries)
SMILES	GPR151 activ	MITF inh	FBW7 activator	TEAD-YAP inh
CC(C)C(=O)Nc1cccc(C(=O)Nc2ccc(S(=O)(=O)NC(C)(C)C)cc2)c1	2.4	0	-0.1	-2
COC(=O)C1CCN(c2nc(CN3CCSCC3)nc3cc(OC)c(OC)cc23)CC1	-0.6	14	0.0	-4
c1cc(-c2nnc(C34CC5CC(CC(C5)C3)C4)o2)ccn1	-0.8	12	0.2	1
CCOc1c(N2CCC(C)CC2)c(=O)c1=O	-0.3	-2	0.1	-6
COc1ccc(OC)c(CNn2c(C)nc3ccccc3c2=O)c1	0.0	-7	-0.1	-5
O=C(O)c1cn(-c2ccccc2)nc1-c1ccc(Br)cc1	1.4	-5	-0.1	10
CC(C)(C)c1cc(NC(=O)c2cnc3scc(-c4ccccc4)n3c2=O)no1	-0.9	-4	0.0	1
Cc1c(NC(N)=O)c(=O)n(-c2ccccc2)n1C	-2.3	23	1.3	-6
CCOC(=O)c1c(NC(=O)CSc2nnc3c4ccccc4n(Cc4ccccc4)c3n2)sc2c1CCCC2	-0.2	-1	0.2	2
CC(C)(CNC(=O)c1cccs1)CNC(=O)c1cccs1	1.8	-2	0.0	13
COc1ccc(N(C)C(=O)CCc2nc(-c3ccccc3F)no2)c(OC)c1	0.4	-1	0.1	5
O=C(CN1CCC(O)(c2ccccn2)CC1)N1c2ccccc2CCc2ccccc21	-0.5	20	-0.3	-4
N#CC(C#N)=C/C=C/c1c(-c2ccccc2)nc2sccn12	2.2	16	-0.1	11
Cn1c(=O)c(=O)n(C)c2cc(S(=O)(=O)CCC(=O)Nc3cccc(Cl)c3)ccc21	-0.7	4	-0.2	4
COC(=O)c1ccc(Nc2nnc(Cc3ccccc3Cl)c(=O)[nH]2)cc1	0.6	4	-0.1	-1
CCC(=O)Nc1ccc(C(=O)COc2ccc(Br)cc2F)cc1	0.1	-22	-0.1	0
COc1ccc([C@H](O)[C@@H]2CCCN(C(=O)OC(C)(C)C)C2)cc1	0.3	4	0.0	14
COc1ccc(NC(=O)/C(=C/c2cccc([N+](=O)[O-])c2)NC(=O)c2cc(Cl)ccc2OC)cc1Cl	-0.1	4	-0.1	0
COc1ccc(-c2nc3c(NC4CC4)ncnc3n2C(C)C)cn1	2.3	11	0.4	-5
O=C(Nc1ccc2[nH]ncc2c1)C(O)c1ccc(C(F)(F)F)cc1 (stereo unspecified)	-0.6	11	0.2	-12

Not a retest: an excerpt of the list.
SMILES	GPR151 activ	MITF inh	FBW7 activator	TEAD-YAP inh
COc1ccc(-c2nc3c(NC4CC4)ncnc3n2C(C)C)cn1	2.3	11	0.4	-5
O=C(Nc1ccc2[nH]ncc2c1)C(O)c1ccc(C(F)(F)F)cc1 (stereo unspecified)	-0.6	11	0.2	-12

(listing goes on)
SMILES	GPR151 activ	MITF inh	FBW7 activator	TEAD-YAP inh
O=C(COc1cccc2ccccc12)NCc1cccnc1	1.2	2	-0.1	11
COc1cc(CNC2C3CC4CC(C3)CC2C4)cc2c1OCO2 (stereo unspecified)	-0.2	40	-0.2	3
COCc1cc(C)nc2sc3c(=O)n(-c4ccc(C)cc4C)nnc3c12	1.1	16	0.1	5
O=C(O)C1(O)c2ccccc2NC(=S)N1Cc1ccccc1 (stereo unspecified)	-1.1	-4	0.0	3
CC(=O)NS(=O)(=O)c1ccc(NC(=O)/C=C/c2ccc3c(c2)OCO3)cc1	1.3	-10	0.3	-2
O=C1NCCCc2cc(Cl)sc21	0.3	5	-0.2	-11
Fc1cc2nc(-c3ccccc3)c(-c3ccccc3)nc2cc1Cl	1.3	4	0.0	2
COc1ccccc1N/C(N)=N/c1nc(C)cc(C)n1	0.8	3	-0.2	-6
COc1ccc(-c2c(C)sc3[n+]2CCC3)cc1	-0.7	-18	-0.1	-4
Cc1ccc(C)c(OCC(=O)N2CCCCCC2)c1	0.7	-4	-0.1	-10
CN1CCSc2ccc(C(=O)NCc3cccc(Br)c3)cc21	-2.5	-15	0.3	-10
COc1ccc2c(=O)c(-c3ccccc3C)c(C)oc2c1C	-0.5	-5	0.0	0
CC(C)(C)NC(=O)C12CC3CC(C1)CC(C(=O)NC(C)(C)C)(C3)C2	-1.0	-2	0.0	-7
O=C(c1n[nH]c(=O)c2ccccc12)N1CCC(n2nnc(-c3ccc(F)cc3)n2)CC1	0.6	-4	-0.3	24
O=S(=O)(Cc1ccccc1Cl)N1CCOCC1	0.4	3	-0.1	-1
CC12c3ccccc3C(c3ccccc31)C1C(=O)N(c3ccccc3Cl)C(=O)C12 (stereo unspecified)	1.0	-7	-0.2	-12
COc1cccc(C2=N/C(=C\c3cn(C(C)=O)c4ccccc34)C(=O)O2)c1	7.5*	2	0.0	5
O=C(CNC(=O)c1ccc(F)cc1)NCc1ccco1	1.9	8	0.0	4
O=C(CC12CC3CC(CC(C3)C1)C2)NCCS(=O)(=O)N1CCN(c2ccccn2)CC1	2.9	-20	0.2	7
NC(=O)c1ccc(-c2nc(NCc3cccnc3)c3[nH]cnc3n2)cc1	-0.6	18	-0.2	-4

Retrieved by structure from the entries so far (2):
SMILES	GPR151 activ	MITF inh	FBW7 activator	TEAD-YAP inh
COc1cc(CNC2C3CC4CC(C3)CC2C4)cc2c1OCO2 (stereo unspecified)	-0.2	40	-0.2	3
Cc1ccc(C)c(OCC(=O)N2CCCCCC2)c1	0.7	-4	-0.1	-10

Two of the compounds above, with values under each structure:
Value order – GPR151 activ	MITF inh	FBW7 activator	TEAD-YAP inh
COc1ccccc1N/C(N)=N/c1nc(C)cc(C)n1
→ 0.8	3	-0.2	-6
COCc1cc(C)nc2sc3c(=O)n(-c4ccc(C)cc4C)nnc3c12
→ 1.1	16	0.1	5

Continued:
SMILES	GPR151 activ	MITF inh	FBW7 activator	TEAD-YAP inh
COCCC(=O)NNS(=O)(=O)c1ccc(Cl)cc1	-0.9	16	0.0	-1
Cc1cc(C)c(S(=O)(=O)NC2CC3CCC2C3)c(C)c1 (stereo unspecified)	-0.7	12	0.1	9
CCCCOc1ccc(C(=O)N=C2N=C3C=CC=CN3Cc3ccccc32)cc1	-7.2	11	0.4	-37
CC(=O)NC(=S)Nc1ccc(C)c(C)c1	1.2	6	-0.4	-26
Nc1cc(=O)[nH]c(SCC(=O)Nc2ccc(Cl)c(Cl)c2)n1	0.6	1	0.0	3

Screens (PubChem)
